Screening results (PubChem)
HT1080 IDH1KD tx – kills HT-1080 cells with IDH1 knockdown | HT-1080 IDH1 knockdown viability, ATP luminescence, 48 h | Potency, µM (top dose mostly 46.1 µM), inactives show at the highest dose activity, negative = toxicity, usual class: cytotoxic | hit rate 2% among 360,000 | AID 686971;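 note: potency is the fitted concentration of half-maximal effect; 0% = DMSO wells and -100% = cell-free medium wells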
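CellTiter-Glo luminescence after 48 h compound exposure at 37 degrees C of IDH1-knockdown HT-1080 cells in 5% FBS RPMI. %Activity scaled between DMSO wells and cell-free media wells, with curves fitted and assigned curve classes.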
SW480 rerep – DNA re-replication induction in SW480 cells; SW480 DNA re-replication, Hoechst DNA content imaging, 48 h; Potency, µM (top dose mostly 46.1 µM), without a hit: at the top dose re-replication activation, usual class: activators; hit rate 1.8% among 340,000; AID 624297; note: potency is the fitted concentration of half-maximal effect; % of control where 0% means no effect; nearly all actives have a fitted effect of over 55% in size
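Image-based DNA-content assay: after two days of treatment, nuclei were labelled with the DNA dye Hoechst and imaged, and hits were compounds raising the count of nuclei showing high fluorescence intensity.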
ATXN2 expr inh – inhibitors of ATXN2 expression; hit rate 0.72% among 360,000; Potency, µM (highest dose often 57 µM), inactives show top-dose activity change, negative = inhibition, most hits filed as inhibitors; HEK-293 ATXN2-luciferase reporter, luminescence, 24 h; AID 1745845; note: potency is the fitted concentration of half-maximal effect; % is set by controls: 0 for no effect and ±100 for the full control effect; nearly all actives have a fitted effect of over 55% in size
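ATXN2-luciferase reporter cells (luciferase flanked by upstream and downstream ATXN2 gene portions) were treated 24 h at 37 °C with compounds at up to 57 uM. SteadyGlo luminescence gave expression; GF-AFC fluorescence gave viability.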
HepG2 tox – counter-screen for TGF-b inhibitors: cytotoxicity in HepG2 cells; HepG2 CAGA-GFP viability, ATP luminescence, 18 h; Potency, µM (titrated, usually from 46.1 µM), for the others: at the highest dose activity change, negative = cytotoxicity, hits mostly cytotoxic; hit rate 0.76% among 410,000; AID 588856; note: potency is the fitted concentration of half-maximal effect; some results filed as inactive show a strong effect at the top dose
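HepG2 CAGA-GFP cells (1000/well, DMEM with 1% FBS) received compound, then TGF-beta at 500 pg/mL final, and were incubated 18 hours at 37 degrees C. Viability was read by CellTiter-Glo luminescence. Media-only wells were set as complete cell-killing and DMSO as no toxicity.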
KB-3-1 tox – kills parental KB-3-1 adenocarcinoma cells; KB-3-1 viability, CellTiter-Glo ATP luminescence, 72 h; Potency, µM (top dose mostly 46.1 µM), inactives show at the top dose activity change, negative = cytotoxic, hits mostly cytotoxic; hit rate 1.4% among 400,000; AID 1347075; note: potency is the fitted concentration of half-maximal effect; % is set by controls: 0 for no effect and ±100 for the full control effect; nearly all actives have a fitted effect of over 60% in size
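Multi-concentration cytotoxicity screen in KB-3-1 cells grown in DMEM lacking phenol red with 10% FBS. After 72 h at 37 °C with compound, ATP-dependent luminescence was recorded.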
IL1B secr inh – inhibitors of inflammasome signaling (IL-1 beta secretion) | THP-1 LPS/ATP IL-1B secretion, AlphaLISA, 16 h; hits give low values | activity change, % at 57.5 µM | hit rate 4.7% among 360,000; in the data active = activity change below about -50%; inconclusive = mostly about -30% to -49%; note: % is set by controls: 0 for no effect and ±100 for the full control effect
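Secreted IL-1B measured by AlphaLISA bead assay after 16 h compound exposure of THP-1 cells; compounds (final up to 57.5 uM) added 1 h before LPS (250 ng/mL) and ATP (1.25 mM) stimulation; lower signal means less secretion.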
MCF10A rerep – induces DNA re-replication in MCF 10a normal breast cells; MCF 10A DNA re-replication, Hoechst nuclear intensity, 48 h; Potency, µM (series often up to 46.1 µM), inactives show at the highest dose activity, positive = re-replication, actives largely listed as activators; hit rate 2.9% among 350,000; AID 624296; note: potency is the fitted concentration of half-maximal effect; % of control where 0% means no effect; nearly all actives have a fitted effect of over 50% in size
S2 tox – viability counter-screen for ATXN expression inhibitors | S2 cells (HEK-293 line with an ATXN2-luciferase reporter) viability, CellTiter-Fluor protease fluorescence, 24 h | Potency, µM (top dose mostly 56.7 µM), most hits filed as cytotoxic | hit rate 0.49% among 400,000; note: potency is the fitted concentration of half-maximal effect; nearly all actives have a fitted effect of over 40% in size
HT1080NT lethal – kills 2HG-producing HT-1080-NT fibrosarcoma cells. hit rate 1.6% among 360,000. Potency, µM (titrated, usually from 46.1 µM), for inactives: at the highest dose activity, negative = less viability, usual class: cytotoxic. AID 686970. HT-1080-NT fibrosarcoma viability, CellTiter-Glo ATP luminescence, 48 h;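 note: NT is the 2HG producing partner of a matched IDH1 knockdown line; potency is the fitted concentration of half-maximal effect; 0% = DMSO-treated cells and -100% = media-only wells without cells; nearly all actives have a fitted effect of over 55% in size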
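Fibrosarcoma NT cells, 750 per well in 5% FBS RPMI, were exposed to compound for 48 hours. Viability: CellTiter-Glo luminescence.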
* hit, by the source's call; i = inactive; ? = inconclusive; . = not tested or not shown; [ ] = another dose, or the depositor's remark. Unless noted, calls come from the whole dose curve; as a rule, active = well fitted curve in the direction sought with a large enough effect; inconclusive = small, poorly fitted or top-dose-only effect, or another doubt; inactive = no such curve, though single readings can be large; an effect the other way counts as inactive or inconclusive. Compounds as they come; any-hit rate near 8.9%.

Results follow in this order: HepG2 tox, IL1B secr inh, HT1080 IDH1KD tx, MCF10A rerep, HT1080NT lethal, SW480 rerep, S2 tox, KB-3-1 tox, ATXN2 expr inh
Cc1csc(=O)n1CC(=O)OCC(=O)Nc1cc([N+](=O)[O-])ccc1Cl
    -1%, -4, 1%, -5%, -3%, -3%, i, -3%, 0%
CCOC(=O)c1nn(-c2ccccc2)cc1O
    -2%, -16, 9%, 0%, 4%, -3%, i, 2%, .
CCC/C(=C1/c2ccccc2C(=O)N1c1ccccc1)c1ccc2[nH]ccc2c1
    -28%, 49, ?, ?, ?, ?, ?, -4%, -9%
O=C(NCc1ccc(Cl)cc1Cl)c1cccc(N2CCCS2(=O)=O)c1
    -53%, ., ., ., ., ., i, -7%, -20%
O=C(Cn1cnc([N+](=O)[O-])n1)N/N=C/c1cccc2ccccc12
    -9%, -16, 5%, -3%, -1%, -9%, i, -10%, -22%[11.3 µM]
S=C1NC2(CCCCC2)N=C1c1ccccc1
    0%, 10, 4%, 0%, -11%, -2%, i, 7%, 5%
O=C(OCn1nnc2ccccc2c1=O)c1ccc(N2CCOCC2)c([N+](=O)[O-])c1
    6%, 4, 20%, 12%, 9%, -4%, i, 25%, 6%
CC(C)c1ccc(/C=C/C(=O)N2CCc3ccccc3C2)cc1
    -40%, -11, -3%, 1%, -1%, -44%[inhibitor], i, -20%, 2%
CCOC(=O)C1CCCN(C(=O)COc2ccccc2F)C1 (stereo not given)
    7%, 16, 9%, -8%, 8%, 1%, i, -15%, -11%[11.3 µM]
Cc1c(C(=O)N2CCC(C)CC2)cccc1[N+](=O)[O-]
    16%, 24, 2%, 10%, 1%, 0%, i, 5%, 8%
COc1ccc(C(=O)N/C(=C\c2ccc3c(c2)OCO3)C(=O)Nc2ccc(C(=O)O)cc2)cc1
    0%, 3, 11%, ?, 9%, 29%, i, -4%, -17%
Cc1ccc(S(=O)(=O)N(C)C)cc1NC(=O)COC(=O)CCC1CCCCC1
    -9%, 18, -2%, -36%[inhibitor], 2%, -55%[inhibitor], i, 0%, 2%
O=c1cc(CN2CC(O)Cc3ccc4ccccc4c32)nc2sccn12 (stereo not given)
    -14%, -9, -19%, -1%, -26%, -2%, i, 8%, -17%
CCNc1nc(NCC)n2c(SCC(=O)O)nnc2n1
    -3%, 8, 8%, 2%, 10%, -3%, i, 0%, -11%
Cc1cc2nc(-c3ccc[nH]c3=O)n(Cc3ccc(F)cc3)c2cc1C
    0%, -21, -11%, 4%, -4%, 10%, i, 2%, 28%
Cc1cc(S(=O)(=O)N2CC(=O)N(CCc3ccccc3)C(=O)C2)ccc1F
    -19%, 19, -10%, -7%, -9%, -29%, i, -1%, 7%
CC(Sc1ncnc2sc(-c3ccccc3)cc12)C(=O)N1CCNC1=O (stereo not given)
    5%, -15, 0%, -8%, 9%[9.24 µM], -19%, i, -17%, -14%
COc1cc(-c2ccc3cc(OC)c(OC)c(OC)c3c2)cc(OC)c1OC
    -38%, 7, ?, ., ?, ., i, 3%, .
CCCNC(=O)CN1C(=O)NC(Cc2c[nH]c3ccccc23)C1=O (stereo not given)
    -48%, -14, 11%, 1%, 11%, -1%, i, 3%, -14%
O=C(CCS(=O)(=O)Cc1ccc(Cl)cc1)NCCCN1CCN(c2ccccc2F)CC1
    -30%, ?, ?, 0%, ?, 3%, i, ?, -18%
CC1=C(C(=O)Nc2cccnc2)C(c2ccncc2)n2nnnc2N1 (stereo not given)
    0%, 10, 3%, 13%, 2%, 0%, i, 8%, 0%
COc1ccc(CCNC(=O)c2nnc(CS(=O)(=O)c3ccccc3)o2)cc1OC
    -46%, -2, 3%, 15%, -4%, -1%, i, -28%, -1%
CCC1SC(N)=NC1=O (stereo not given)
    7%, 11, 9%, 2%, 11%, 1%, i, -3%, 3%
O=C(N=C1SC2CS(=O)(=O)CC2N1Cc1ccc(Cl)cc1)C1CC1 (stereo not given)
    3%, 3, 3%, -1%, 0%, 3%, ?, -4%, 2%
COc1cc(/C=N/NC(=O)c2cn(-c3cccc(C)n3)cn2)ccc1O
    8%, -5, 0%, -15%, -4%, -15%, i, 1%, -32%
COc1cc(/C=N/S(=O)(=O)c2ccccc2)cc(OC)c1O
    1%, 12, 12%, 4%, 4%, 8%, i, -1%, .
CCOC(=O)c1ccc(NC=C2C(=O)OC3(CCCCC3)OC2=O)cc1
    10%, 9, -2%, 4%, -3%, 2%, i, 5%, 2%
C[C@H](O)[C@@H]1CN2CCc3c([nH]c4ccc(-c5ccc6c(c5)OCO6)cc34)[C@@H]2C[C@@H]1N(C)C(=O)Nc1cc(Cl)cc(Cl)c1
    -95%, -16, 7.3µM*, ., 9.2µM*, ., 16µM*, 13µM*, 20µM*
O=C(COc1ccccc1)NNC1=NS(=O)(=O)c2ccccc21
    -1%, -7, 8%, -3%, 13%, -5%, ?, 0%, -9%
COC(=O)c1ccc2nc(-c3cccc(Br)c3)c(Cc3ccc(OC)cc3C)n2c1
    -18%, 2, -8%, ., -1%, ., i, 0%, 23%

Individual results from the results shown.
O=C(CCS(=O)(=O)Cc1ccc(Cl)cc1)NCCCN1CCN(c2ccccc2F)CC1 in HepG2 tox → -30%
S=C1NC2(CCCCC2)N=C1c1ccccc1 in ATXN2 expr inh → 5%

Later entries.
Results follow in this order: HepG2 tox, IL1B secr inh, HT1080 IDH1KD tx, MCF10A rerep, HT1080NT lethal, SW480 rerep, S2 tox, KB-3-1 tox, ATXN2 expr inh
CCC1NC(=O)c2cccnc2-n2c1nc1cc(C)cc(C)c1c2=O (stereo not given)
    15%, -10, -3%, ., 6%, ., i, 11%, 5%
O=C(COc1cccc2cccnc12)Nc1nccs1
    -17%, 6, 12%, -180%[0.0737 µM], 1%, ?, i, -3%, 31%[activator]
COc1ccccc1Nc1nc(N)nc(CSCCO)n1
    -2%, 6, 3%, 5%, 10%, -1%, i, -5%, 6%
COc1ccc(-c2ccc(-c3nnc(Cc4ccc(OC)c(OC)c4)o3)cc2)cc1
    0%, 11, 2%, 5%, 7%, 9%, ?, 0%, -8%
CCN(c1ccccc1)S(=O)(=O)c1cc(C(=O)Nc2ccccc2Cl)ccc1F
    -7%, -9, -22%, 19%, -9%, ?, i, -28%, -4%
CCc1cccc(NC(=O)C2Cc3ccccc3N2C(=O)c2ccccc2)c1 (stereo not given)
    -4%, ., ., ., ., ., i, 0%, 1%
O=C(NCc1ccc2c(c1)OCO2)C(=O)NCC1OCCN1S(=O)(=O)c1ccc(Br)cc1 (stereo not given)
    3%, ?, -28%, 5%, -6%, 25%, i, -26%, -27%
CCOC(=O)c1c(C)c2c(n1C)CCC/C2=N\O
    -3%, ?, -4%, 1%, -12%, -7%, i, -11%, 13%
NC(=O)c1cnn2c1NC(c1ccc(F)cc1)CC2C(F)(F)F (stereo not given)
    18%, -11, 16%, -191%[0.0737 µM], 2%, -28%, i, 22%, -2%
COc1ccc(N(C(=O)c2cnccn2)C(C(=O)NC2CCCCC2)c2ccccc2)cc1 (stereo not given)
    0%, 17, -2%, ?, 0%, -2%, i, -19%, 2%
Cc1ccc(NC(=O)Cc2nnc(SCC(=O)NC3CCCC3)n2C)cc1
    2%, 17, 20%, -16%, 29%, -10%, i, 6%, 3%
CCOc1ccc(C(=O)Nc2nc(C)cc(C)n2)cc1[N+](=O)[O-]
    6%, -1, 0%, -69%[inhibitor], 11%, 0%, i, 2%, -2%
COc1ccc(CCNC(=O)c2[nH]c(C)c(C(C)=O)c2C)cc1OC
    -3%, -13, 12%, 0%, 17%, -9%, i, 5%, 9%
Brc1ccccc1OCCOCCOc1cccc2cccnc12
    -28%, -24, ?, -4%, -25%, 12%, i, -5%, 35%
COc1ccc(OCCN2CCC(C(=O)NC(c3ccc(F)cc3)c3ccc4ccccc4n3)CC2)cc1 (stereo not given)
    11µM*, -50*, ?, ., ?, ., ?, ?, ?
Cc1ccc(NC(=O)COC(=O)Cc2ccc(Br)cc2)cc1S(=O)(=O)N1CCOCC1
    -5%, -8, 21%, -1%, 13%, -4%, i, -9%, -8%
COc1ccc(OCCn2cncn2)cc1
    1%, 16, 0%, -10%, -2%, 6%, i, -1%, 1%
COc1ccc(NC(=O)CN(C)C(=O)C(C)Oc2ccc(Br)cc2)cc1 (stereo not given)
    -1%, -6, 2%, 4%, -1%, -1%, i, -9%, 6%
Cc1ccc(S(=O)(=O)Oc2ccc(N3C(=O)C4C5CCC(C5)C4C3=O)cc2)cc1 (stereo not given)
    -20%, 27, -11%, ?, -9%, 14%, i, -15%, -8%
O=c1[nH]c(=S)[nH]c2nc(-c3cccs3)cc(C(F)(F)F)c12
    -73%, 21, -20%, -6%, -27%, -2%, i, 0%, 20%
O=C(Cc1ccc2c(c1)OCCO2)Nc1ccc(Cl)c(S(=O)(=O)N2CCOCC2)c1
    -3%, -13, -1%, 13%, -1%, 1%, ?, 1%, .
O=C(Nc1nc2ccccc2s1)c1ccc(F)cc1
    3%, 11, 7%, -1%, 19%, -5%, ?, 3%, .
CCCSc1nc2c(c(=O)n(C)c(=O)n2C)n1Cc1ccc(C)cc1
    -5%, 6, 6%, ?, 2%, -44%[inhibitor], i, 0%, -3%
CC1=NN(c2ccccc2)C(=O)C1C(=O)c1ccc(Cl)cc1 (stereo not given)
    -19%, 51, -22%, 3%, ?, 23%, ?, ?, ?
CCc1ccc(Cn2nnc(C(=O)NCc3ccccc3OC)c2N)cc1
    -11%, 25, -17%, 2%, 0%, -4%, i, -6%, -6%
O=C(O)/C=C/c1cn(-c2ccccc2)nc1-c1cc2ccccc2oc1=O
    9%, 44, 10%, -5%, 9%, -7%, i, -1%, 33%[activator]
O=C1CC(c2ccccc2)CC(=O)C1Sc1ccc(Cl)cc1 (stereo not given)
    -25%, 0, 9%, -4%, -2%, -10%, i, -1%, 9%
CCOc1ccc(C(=O)N[C@H](C(=O)NC2CCCCC2)C(C)C)cc1
    0%, 0, 1%, ., 8%, ., i, 2%, .
CCS(=O)(=O)N1Cc2ccccc2CC1C(=O)Nc1nc2c(C)cccc2s1 (stereo not given)
    -12%, -15, -27%, -32%[inhibitor], -12%, 7%, i, -15%, 21%
